ARNT-TACC3 inh: disruptors of ARNT/TACC3 protein interaction, primary screen, biochemical, AlphaScreen, single concentration | AlphaScreen His-ARNT PAS-B/GST-TACC3 binding, luminescence; TACC3 fragment carries E629A point mutation | inhibition, % at 9.99 µM | actives 0.66% (n = 390,000) | AID 623870, 2012;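 active = mean inhibition of replicates at least 50% and at least half of replicates each reaching 50%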;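 note: 0% = complete ARNT plus TACC3 wells and 100% = ARNT alone without TACC3; many hits fall short of the cut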
E-selectin induc: E-selectin induction in HUVECs, primary screen, imaging, HUVEC, immunofluorescence imaging, single point; AID 686992, 2013; normalized: neutral wells 0, TNF-alpha wells 100; actives 0.37% (n = 260,000); activation, % at 7.58 µM; P16581;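 active = mean E-selectin-positive cell signal at least 10% of the positive control, reached in at least 60% of replicates, without over 20% cell loss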;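 note: in these data hits start at about 27%; measured in HUVEC primary endothelial cells; signal is the percent of cells scored E-selectin positive by PE staining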
Target sequence (P16581 whole entry, looked up): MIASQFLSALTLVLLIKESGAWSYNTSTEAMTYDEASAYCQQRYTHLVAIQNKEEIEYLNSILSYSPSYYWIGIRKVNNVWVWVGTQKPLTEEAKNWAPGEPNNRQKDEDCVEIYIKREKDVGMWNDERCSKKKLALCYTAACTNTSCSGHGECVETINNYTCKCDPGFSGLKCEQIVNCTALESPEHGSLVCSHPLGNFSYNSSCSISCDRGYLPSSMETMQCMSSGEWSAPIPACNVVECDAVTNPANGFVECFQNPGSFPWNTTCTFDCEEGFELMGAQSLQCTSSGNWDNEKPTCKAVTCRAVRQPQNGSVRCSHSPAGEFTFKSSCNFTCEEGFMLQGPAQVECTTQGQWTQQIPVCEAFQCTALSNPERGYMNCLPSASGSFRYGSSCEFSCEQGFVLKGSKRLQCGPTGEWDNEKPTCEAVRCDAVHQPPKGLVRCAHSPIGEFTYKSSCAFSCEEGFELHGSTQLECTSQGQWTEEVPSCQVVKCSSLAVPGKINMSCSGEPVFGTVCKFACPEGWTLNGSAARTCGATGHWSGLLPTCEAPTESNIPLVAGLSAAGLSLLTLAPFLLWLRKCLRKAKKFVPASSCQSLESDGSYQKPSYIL
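material = human umbilical vein endothelial cells (HUVEC), E-selectin induction | quantity = 3,000 cells/well | medium = EGM-2 growth medium on 0.1% gelatin-coated wells | technique = immunofluorescence imaging | read-out basis = % PE-positive cells | control set = TNF-alpha positive control, DMSO neutral control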
CASP6 VEID inh: human caspase-6 inhibitors, primary screen, biochemical, VEID-R110 fluorescence, single point, set 2; inhibition, % at 12.5 µM; P55212; actives 0.53% (n = 350,000); purified caspase-6, Z-VEID-R110 cleavage fluorescence;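 active = mean inhibition across replicates at least about 35%, with every replicate also reaching that limit, limit read from the data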;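 note: 0% = median of neutral control wells and 100% = no fluorescence left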
RAD54 inh: inhibitors of human RAD54 branch migration, primary screen, biochemical, fluorescence, single point | DNA repair and recombination protein RAD54-like (Homo sapiens), Q92698 | RAD54 Holliday junction branch migration, FAM/BHQ fluorescence | inhibition, % at 10.4 µM | actives 0.14% (n = 360,000);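 active = mean normalized replicate activity at least 40 and at least half of replicates scoring 40 or more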;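 note: 0% = median of neutral control wells and 100% = median of positive control wells; inhibitors cause a drop in the FAM fluorescence signal; in these data hits start at about 50%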
ERp5 inh: inhibitors of ERp5-driven insulin aggregation, primary screen, biochemical, turbidity, absorbance 650 nm, single point; Protein disulfide-isomerase A6 (Homo sapiens), Q15084; 90 min; inhibition, % at 9.99 µM; actives 0.05% (n = 350,000); AID 651711, 2012;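 active = mean replicate inhibition above about 25%, with every replicate also reaching it, limit read from the data, passing the limit was not always enough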
PglD DTNB: C. jejuni PglD acetyltransferase inhibitors, primary screen, biochemical, DTNB colorimetric, single point; UDP-N-acetylbacillosamine N-acetyltransferase PglD (Campylobacter jejuni); actives 0.098% (n = 360,000); purified PglD enzyme, DTNB colorimetric CoA detection; inhibition, % at 12.5 µM; in the data active = inhibition above about 16%, passing the limit was not always enough; note: strong numbers were not always called active
esBAF inh: Bmi1 luciferase reporter increase in mESCs, primary screen, esBAF inhibitor project, mouse ES cells, Bmi1 luciferase knock-in, single point; 24 h; 100% = twice the neutral-well signal; reporter increase, % at 12.5 µM; actives 2% (n = 350,000); AID 602393, 2012; in the data active = activation above about 40%;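 note: 0% = median of the plate's neutral control wells and 100% = double that signal; a rise in the Bmi1 reporter signal indicates esBAF inhibition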
RAD52 anneal inh: RAD52 DNA annealing inhibitors, primary screen, biochemical, FRET, single point, set 2 | DNA repair protein RAD52 homolog (Homo sapiens), P43351 | recombinant RAD52 DNA annealing, FRET fluorescence | inhibition, % at 18.7 µM | actives 0.46% (n = 360,000) | AID 651710, 2012;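 active = every replicate showing at least 50% inhibition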
Target sequence (P43351 whole entry, looked up): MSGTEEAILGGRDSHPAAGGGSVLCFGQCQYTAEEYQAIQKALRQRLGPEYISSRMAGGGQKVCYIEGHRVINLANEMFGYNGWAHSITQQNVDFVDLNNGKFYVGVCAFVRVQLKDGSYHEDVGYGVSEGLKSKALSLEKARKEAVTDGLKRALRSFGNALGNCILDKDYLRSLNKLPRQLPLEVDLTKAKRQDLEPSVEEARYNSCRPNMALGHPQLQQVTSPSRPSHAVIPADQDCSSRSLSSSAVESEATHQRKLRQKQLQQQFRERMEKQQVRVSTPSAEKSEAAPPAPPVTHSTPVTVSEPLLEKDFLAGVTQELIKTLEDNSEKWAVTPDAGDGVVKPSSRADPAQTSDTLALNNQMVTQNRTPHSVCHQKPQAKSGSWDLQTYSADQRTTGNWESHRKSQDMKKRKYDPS
* hit, by the source's call; . = no result given.

SMILES | ARNT-TACC3 inh | E-selectin induc | CASP6 VEID inh | RAD54 inh | ERp5 inh | PglD DTNB | esBAF inh | RAD52 anneal inh
CCCCN(CC)S(=O)(=O)c1ccc(C(=O)N=c2sc3cc(NC(C)=O)ccc3n2C)cc1 | -10 | . | -1 | -12 | 5 | 8 | . | 3
C[C@H](CO)N1C[C@H](C)[C@H](CN(C)C)Oc2ncc(-c3cccnc3)cc2C1=O | -4 | 0.1 | 2 | -3 | -4 | -1 | 2 | 15
CCc1ccc(NC(=O)Cn2nc(C(F)(F)F)c3c2CCC3)cc1 | 14 | . | . | -7 | . | 2 | -13 | .
CCn1c(C)nc2cc(C(=O)N=Nc3c(O)[nH]c4c(C)cc(C)cc34)ccc21 | . | 0.0 | 0 | . | -4 | . | . | -10
O=C1NCCO1 | -4 | 4.1 | -3 | -4 | -1 | 3 | 3 | -7
CCOC(=O)c1c(C)c(C(=O)NCc2ccco2)c(C)n1C | 2 | 0.4 | 0 | . | -6 | . | -13 | -2
O=C(CC1CC1)N1CC(=O)N2[C@H](CO)[C@H](c3ccc(C#Cc4ccccc4)cc3)[C@H]2C1 | . | 0.5 | 3 | . | -10 | . | . | -20
C[C@@H]1CN([C@@H](C)CO)C(=O)c2cccc(NS(C)(=O)=O)c2O[C@@H]1CN(C)S(=O)(=O)c1cccs1 | -19 | 0.5 | -2 | -2 | -2 | 0 | -4 | -5
CC(C)NC(=O)N(C)C[C@@H]1Oc2c(NS(=O)(=O)c3ccccc3)cccc2C(=O)N([C@H](C)CO)C[C@H]1C | -12 | 15 | -1 | 0 | -6 | 1 | -7 | 10
O=C(O)CCCCCN1C(=O)/C(=C\c2cn(-c3ccccc3)nc2-c2cccs2)SC1=S | 4 | . | 5 | -17 | 5 | -10 | 9 | -113
C[C@@H]1CN([C@H](C)CO)C(=O)Cc2cc(NC(=O)CCCCCC(=O)Nc3ccccc3N)ccc2O[C@@H]1CN(C)C(=O)Nc1ccccc1 | 11 | -0.1 | -3 | 5 | -3 | 4 | -2 | -25
CCn1c(C(=O)N2CCC(C(=O)NCc3ccc4c(c3)OCO4)CC2)cc2sccc21 | -4 | . | -1 | -3 | 3 | -2 | 4 | -24
O=C(C=Cc1ccccc1O)c1ccccc1O | -2 | -0.4 | 3 | 1 | 1 | 0 | 63* | 4
COc1cc(/C=N/n2cnnc2)ccc1OS(=O)(=O)c1ccccc1[N+](=O)[O-] | 23 | . | 1 | -2 | 4 | -7 | . | -4
CCCC(=O)N(Cc1cc2cc(OC)ccc2[nH]c1=O)c1ccccc1OC | . | 0.2 | -1 | -3 | 2 | 0 | -6 | -13

Arranged by molecular weight (ascending): 3 of the compounds above
SMILES | ARNT-TACC3 inh | E-selectin induc | CASP6 VEID inh | RAD54 inh | ERp5 inh | PglD DTNB | esBAF inh | RAD52 anneal inh
CCc1ccc(NC(=O)Cn2nc(C(F)(F)F)c3c2CCC3)cc1 | 14 | . | . | -7 | . | 2 | -13 | .
CCCC(=O)N(Cc1cc2cc(OC)ccc2[nH]c1=O)c1ccccc1OC | . | 0.2 | -1 | -3 | 2 | 0 | -6 | -13
O=C(O)CCCCCN1C(=O)/C(=C\c2cn(-c3ccccc3)nc2-c2cccs2)SC1=S | 4 | . | 5 | -17 | 5 | -10 | 9 | -113

Next part
SMILES | ARNT-TACC3 inh | E-selectin induc | CASP6 VEID inh | RAD54 inh | ERp5 inh | PglD DTNB | esBAF inh | RAD52 anneal inh
CC(C)CN(CCNC(=O)CN1C(=O)CSc2ccc(S(=O)(=O)N3CCOCC3)cc21)CC(C)C | -4 | -3.1 | . | . | -2 | . | . | -19
Cc1ccc(S(=O)(=O)c2nc(-c3ccccc3)oc2N2CCC(C(N)=O)CC2)cc1 | -5 | -0.2 | -1 | 5 | -5 | 0 | 6 | -2
CCOc1ccccc1N(CC(=O)Nc1ccc(OC)c(OC)c1)S(=O)(=O)c1ccccc1 | -4 | -0.1 | -1 | 0 | 1 | 3 | -4 | -16
Cc1ccc(C(=O)NC(=S)Nc2ccc3[nH]c(=O)[nH]c3c2)cc1 | 7 | -0.2 | -4 | 6 | -10 | 7 | 2 | -14
COC(=O)CC(CP(=O)(O)CN(C)C=O)C(=O)OC (centres undefined) | 1 | 0.3 | -5 | . | 0 | . | . | -5
O=[N+]([O-])c1ccc(NCc2ccccc2)nc1 | 1 | . | 2 | . | 3 | . | . | -12
Nn1cnc2sc3c(c2c1=O)CCC3 | 1 | . | . | -7 | . | -6 | -5 | .
CC(=O)C(Sc1nnnn1-c1ccccc1)C(C)=O | -6 | . | -3 | -2 | 5 | -6 | -2 | -7
Cn1c(=O)c2c(ncn2CC(=O)N2CCN(c3ccc([N+](=O)[O-])cc3)CC2)n(C)c1=O | -1 | . | -1 | 4 | -4 | -13 | 2 | -16
COc1ccc(/C=N/NC(=O)CN2CCS(=O)(=O)CC2)cc1 | -1 | . | . | -1 | . | 0 | -4 | .
C[C@@H]1CN([C@H](C)CO)C(=O)c2cc(NC(=O)Nc3cccc4ccccc34)ccc2O[C@@H](C)CCCCO[C@H]1CN(C)Cc1ccc(C(=O)O)cc1 | -4 | 0.0 | -1 | -10 | -2 | -1 | -1 | 15
CCOc1ccccc1NC(=O)CN(c1ccc(OC)c(OC)c1)S(=O)(=O)c1ccc(C)cc1 | . | 0.8 | 0 | -1 | -5 | 3 | 1 | -11
NC(N)=Nc1nc(CSCC/C(N)=N/S(N)(=O)=O)cs1 | 3 | -0.1 | -1 | -5 | 3 | 0 | -4 | -3
Cc1ccccc1C(=O)OCn1nnc2ccccc2c1=O | 0 | 0.0 | 1 | -2 | -4 | 0 | -5 | -2
COc1ccc(CCNC(=O)CN2C(=O)CCSc3ccccc32)c(OC)c1 | -28 | 0.1 | 0 | 10 | -5 | 2 | -1 | -10
CCOC(=O)C1=C(C)c2ccccc2OC1(C)C(=O)OCC (centres undefined) | -3 | -5.3 | 7 | -9 | 0 | -2 | -2 | 8
N#CC1(NC(=O)COC(=O)c2cccc(-n3cnnn3)c2)CCCCC1 | -1 | . | -1 | 2 | 6 | -4 | 9 | -11
CCN(CC(=O)Nc1ccc(Br)cc1)CC(=O)Nc1cc(C)on1 | 0 | . | 10 | -9 | -2 | 1 | 7 | -2
O=C(NCc1ccccc1)c1nc(S(=O)(=O)Cc2ccccc2)ncc1Cl | 5 | 0.4 | 10 | 4 | 3 | -1 | -8 | -10
CC(C)=C(NC(=O)c1ccccc1)C(=O)NC(Cc1ccccc1)C(=O)O (centres undefined) | 1 | . | 2 | -3 | 2 | -7 | 3 | -8
COC(=O)C[C@H]1CC[C@@H]2[C@@H](COc3ccc(NC(=O)C4CCOCC4)cc3C(=O)N2C)O1 | 5 | 0.0 | -1 | -13 | 2 | 2 | -3 | -6
COc1ccc(S(=O)(=O)N2CCOC2CNC(=O)C(=O)NCc2ccc(F)cc2)cc1 (centres undefined) | 2 | 0.0 | -2 | -5 | 2 | 0 | 0 | -14
Cc1cc(Nc2cc(F)ccc2C)n2nc(C)nc2n1 | 27 | 0.4 | -3 | 11 | 7 | 0 | 0 | -2
Cc1cc(Nc2cc(Cl)cc(Cl)c2)cc(=O)n1-c1cc(Cl)cc(Cl)c1 | . | 0.1 | 9 | . | -3 | . | . | -5
O=C(NNC(=O)c1ccc(Br)s1)c1csc(N2CCOCC2)n1 | -6 | -1.1 | 2 | -7 | 0 | 5 | -6 | -15
CCNC(=O)[C@@H]1[C@@H](CO)[C@@H]2Cn3c(ccc(-c4ccc(OC)cc4)c3=O)[C@@H]2N1Cc1ccccc1 | . | 0.6 | 11 | 7 | 1 | 2 | 2 | -3
CCCn1nc(C(=O)OCn2nnc3ccccc3c2=O)c2ccccc2c1=O | 6 | -2.4 | -1 | . | 5 | . | . | -4
CCN(CC)CCNc1nc2ccccc2n1C | -1 | . | . | -2 | . | -3 | 2 | .
Cc1ccc(N(C)S(=O)(=O)c2cccc(C(=O)Oc3ccc4c(C)cc(=O)oc4c3)c2)cc1 | 53* | -0.1 | -1 | . | 9 | . | . | -8
CC(=O)N=c1n(C)c2ccccc2n1CCOc1ccccc1 | -1 | -2.6 | 0 | . | 6 | . | . | -5

Some of the entries above in a different format:
SMILES,ARNT-TACC3 inh,E-selectin induc,CASP6 VEID inh,RAD54 inh,ERp5 inh,PglD DTNB,esBAF inh,RAD52 anneal inh
CC(=O)N=c1n(C)c2ccccc2n1CCOc1ccccc1,-1,-2.6,0,.,6,.,.,-5
CCCn1nc(C(=O)OCn2nnc3ccccc3c2=O)c2ccccc2c1=O,6,-2.4,-1,.,5,.,.,-4
CCOC(=O)C1=C(C)c2ccccc2OC1(C)C(=O)OCC (centres undefined),-3,-5.3,7,-9,0,-2,-2,8
CCNC(=O)[C@@H]1[C@@H](CO)[C@@H]2Cn3c(ccc(-c4ccc(OC)cc4)c3=O)[C@@H]2N1Cc1ccccc1,.,0.6,11,7,1,2,2,-3
COC(=O)C[C@H]1CC[C@@H]2[C@@H](COc3ccc(NC(=O)C4CCOCC4)cc3C(=O)N2C)O1,5,0.0,-1,-13,2,2,-3,-6

Going on with the list.
SMILES | ARNT-TACC3 inh | E-selectin induc | CASP6 VEID inh | RAD54 inh | ERp5 inh | PglD DTNB | esBAF inh | RAD52 anneal inh
Cc1ccc(SC/C(O)=C(\C#N)c2nc3ccccc3n2C)cc1 | -7 | . | . | 0 | . | -1 | 21 | .
COc1ccccc1N1CCN(C2CCCC(C)C2)CC1 (centres undefined) | -4 | . | -2 | -4 | -2 | 2 | -11 | -2
O=[N+]([O-])c1ccc2c(c1)-c1ccccc1C2=NO | 8 | 0.4 | 2 | 12 | 0 | 8 | -4 | -10
CC(C)N1C(=S)SC(C)(C)C1NO (centres undefined) | 3 | . | . | -4 | . | 3 | -4 | .
C/C=C/c1ccc(OCCOCCNCc2ccccc2)c(OC)c1 | 24 | . | -6 | 0 | 6 | -1 | -4 | 9
CN(C[C@@H]1N[C@H](CO)[C@@H]1c1ccc(-c2ccccc2)cc1)C(=O)C1CCC1 | . | 0.2 | 2 | . | 1 | . | . | -19
Cc1cc2nc(-c3ccc(SCc4ccc(C#N)cc4)nc3)[nH]c2cc1C | 1 | . | -2 | 2 | -5 | 3 | 16 | -22
Cc1[nH]c2ccccc2c1C(=O)CN1C(=O)C(=O)N(C2CCCC2)C1=O | -5 | 0.0 | -1 | 11 | 9 | . | 1 | -14
COc1ccc(C(N)c2csc(Nc3nncc4ccccc34)n2)cc1 (centres undefined) | . | -0.1 | 1 | 2 | -2 | -3 | -4 | -43
Cc1ccc2cc(CN(CC3CCCO3)C(=S)NCc3ccco3)c(=O)[nH]c2c1C (centres undefined) | 4 | . | 3 | . | 14 | . | . | -108
CC(C)CN1C(=O)C(=O)N(CC(=O)N2CCC(Cc3ccccc3)CC2)C1=O | -7 | 4.1 | 0 | . | 3 | . | . | -12
O=c1cnnc(Nc2cccc(F)c2)[nH]1 | 5 | . | 1 | -7 | -4 | -5 | -5 | -55
Cc1cc(N)ccc1-n1c(C)ccc1C | 4 | . | . | 3 | . | 1 | -8 | .

Source: PubChem BioAssay
